GASC-1 inh = inhibitors of human GASC-1 (JMJD2C) demethylase; actives 0.069% (n = 330,000); Q9H3R0; GST-JMJD2C(1-420) H3K9me3 demethylation, DELFIA europium; inhibition, % at 2.35 µM;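 active means more than half of a compound's replicate wells show inhibition beyond 50%, single wells judged on their own value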;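 further: signal counts dimethyl H3K9 product captured on neutravidin plate; 0% = median of DMSO wells and 100% = 0.3 times that DMSO median; strong numbers were not always called active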
CIT2 TOR yeast = modulators of TOR pathway CIT2-GFP in S. cerevisiae. actives 0.065% (n = 320,000). S. cerevisiae CIT2-GFP strain, flow cytometry, 3 h; 100 means same as DMSO wells. GFP response vs DMSO, % at 10 µM;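 active means GFP response relative to DMSO above a set limit, near the screen mean plus 3 SD, cut at about 150% in these data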;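 further: ratio of well median GFP fluorescence to mean of DMSO wells on the plate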
GRK2 aptamer HTS = human GRK2 inhibition via aptamer displacement; actives 0.59% (n = 330,000); AID 488847; inhibition of aptamer binding, % at 10 µM; bead flow cytometry, FAM-aptamer displacement from GRK2; P25098;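 active means inhibition of aptamer binding above 40%, roughly 3 SD of noise, on plates passing a quality check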;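 further: median bead fluorescence of bound FAM aptamer so fluorescent compounds give negative values; no value below 0 was filed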
VLA-4 inh = inhibition in a human VLA-4 binding assay. P13612. VLA-4 expressing cells, ligand binding flow cytometry. inhibition, % (about 7 µM as worked out from the volumes in the protocol). actives 0.2% (n = 330,000); in the data active means inhibition above about 50%
Target sequence (P13612 whole entry, looked up): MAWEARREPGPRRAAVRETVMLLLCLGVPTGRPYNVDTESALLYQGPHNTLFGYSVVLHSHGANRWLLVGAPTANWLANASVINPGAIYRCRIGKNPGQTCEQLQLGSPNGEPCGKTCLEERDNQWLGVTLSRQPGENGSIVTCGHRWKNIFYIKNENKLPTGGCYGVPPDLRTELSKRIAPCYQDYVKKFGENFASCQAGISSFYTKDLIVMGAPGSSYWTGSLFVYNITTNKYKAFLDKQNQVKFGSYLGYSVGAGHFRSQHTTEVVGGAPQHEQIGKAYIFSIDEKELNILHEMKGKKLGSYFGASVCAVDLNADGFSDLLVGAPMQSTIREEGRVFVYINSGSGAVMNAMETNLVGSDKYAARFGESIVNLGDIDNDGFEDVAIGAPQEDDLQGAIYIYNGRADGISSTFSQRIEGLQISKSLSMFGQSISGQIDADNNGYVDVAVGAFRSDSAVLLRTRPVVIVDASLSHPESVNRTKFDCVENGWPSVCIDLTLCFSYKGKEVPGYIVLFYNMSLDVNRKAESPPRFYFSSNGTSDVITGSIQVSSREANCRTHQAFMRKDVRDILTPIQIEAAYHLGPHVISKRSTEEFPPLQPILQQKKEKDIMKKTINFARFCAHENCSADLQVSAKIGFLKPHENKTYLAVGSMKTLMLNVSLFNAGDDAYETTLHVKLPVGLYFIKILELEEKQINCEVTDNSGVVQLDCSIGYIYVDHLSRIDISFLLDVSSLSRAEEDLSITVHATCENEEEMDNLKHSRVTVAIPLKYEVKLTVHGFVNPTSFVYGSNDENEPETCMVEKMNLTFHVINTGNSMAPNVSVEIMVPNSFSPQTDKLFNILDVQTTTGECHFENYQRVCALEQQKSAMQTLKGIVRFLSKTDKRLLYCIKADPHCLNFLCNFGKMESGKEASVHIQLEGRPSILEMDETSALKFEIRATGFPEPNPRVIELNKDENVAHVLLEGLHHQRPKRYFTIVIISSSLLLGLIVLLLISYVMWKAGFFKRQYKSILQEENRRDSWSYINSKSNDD
MEP2-GFP yeast = yeast TOR pathway MEP2-GFP modulation. S. cerevisiae MEP2-GFP strain, flow cytometry GFP, 3 h; 100% = DMSO control level. GFP response vs DMSO, % at 10 µM. actives 0.51% (n = 330,000). AID 2016;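 active means GFP response versus DMSO above a set limit, roughly screen mean plus 3 SD, cut at about 180% in these data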;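 further: median GFP fluorescence of the barcode-gated MEP2-GFP cells per well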
AGP1 TOR yeast = yeast TOR pathway AGP1-GFP modulation. S. cerevisiae AGP1-GFP multiplex flow cytometry, 3 h; GFP as percent of DMSO wells. GFP response vs DMSO, % at 10 µM. actives 0.02% (n = 320,000). AID 2066;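 active means GFP response relative to DMSO above a set limit, near screen average plus 3 SD, cut at about 150% in these data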;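 further: median GFP channel fluorescence of the gated AGP1 strain per well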
RPL19A TOR yeast = modulators of TOR pathway RPL19A-GFP in S. cerevisiae | S. cerevisiae RPL19A-GFP strain, flow cytometry, 3 h; stronger effect = lower value | percent response vs DMSO, % at 10 µM | actives 0.3% (n = 330,000);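 active means percent response vs DMSO below 50%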;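 further: median channel GFP fluorescence of the barcoded RPL19A-GFP strain; ratio of sample median GFP to plate DMSO average so 100% = DMSO; lower means less RPL19A-GFP as with rapamycin TOR inhibition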
LAP4-GFP MLPCN = modulators of TOR pathway LAP4-GFP in S. cerevisiae | S. cerevisiae LAP4-GFP multiplex, flow cytometry GFP, 3 h; median GFP as percent of DMSO wells | GFP response vs DMSO, % at 10 µM | actives 0.34% (n = 320,000) | AID 2023;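 active means GFP response vs DMSO above a set limit, about the screen mean plus 3 SD, cut at about 150% in these data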
* = called active by the depositor; x = no result given; & = joins results of further samples. Compounds were not picked by outcome; overall some 1.7% were active at least once.

SMILES	GASC-1 inh	CIT2 TOR yeast	GRK2 aptamer HTS	VLA-4 inh	MEP2-GFP yeast	AGP1 TOR yeast	RPL19A TOR yeast	LAP4-GFP MLPCN
COCCNC(=O)COc1cc(=O)n(C)c2ccccc12	-3	109	0	7	104	104	106	113
O=C(c1cnc2n(c1=O)CCS2)N1CCN(c2ccccc2F)CC1	-19	98	5	-18	89	84	94	98
COc1ccc(/C=C2\C(=O)N(c3c(Cl)cc(Cl)cc3Cl)N=C2NC(=O)c2cccc([N+](=O)[O-])c2)cc1	2	97	2	-4	97	98	99	95
Cn1cnnc1SCC(=O)Nc1cccc(S(=O)(=O)N2CCCCCC2)c1	1	114	1	15	77	113	113	95
Cn1c(=O)[nH]c(=O)c2c1nc([N+](=O)[O-])n2Cc1ccccc1	12	97	0	36	87	116	94	117
O=C1CC(c2cccs2)Cc2nc(NCC3CCCO3)ncc21 (stereo not drawn)	13	102	0	-6	104	104	101	97
Cc1ccc2nc(N3CCOCC3)c(C=O)cc2c1	-1	98	1	-6	97	101	105	93
COCCCNC(=S)N1CCN(C(=O)c2ccco2)CC1	-17	102	1	-1	107	100	105	98
COc1ccc(/C=C(/NC(=O)c2ccc(OC)cc2)C(=O)NCCc2c[nH]c3ccccc23)cc1	29	111	1	5	100	104	103	96
O=C(Cn1c(=O)c2sccc2n(Cc2cccc([N+](=O)[O-])c2)c1=O)NCCc1ccccc1	-8	97	0	9	99	98	104	98
Cc1cccnc1CN1CCN(C(=O)CCc2nnc(CCc3ccccc3)o2)CC1	5	93	0	6	106	104	99	114
C=CC(=O)Nc1cccc(Oc2ncnc3[nH]cc(-c4cnc5ccccc5c4)c23)c1	0	94	5	14	87	96	96	87
O=C1CCCCN1CC(=O)N1CCCC(Nc2ccc(F)c(F)c2)C1 (stereo not drawn)	9	102	3	2	106	100	101	90
COC(=O)/C=C1\N/C(=N\c2nc(C)cc(C)n2)N(c2ccc(C)c(C)c2)C1=O	-4	99	0	3	104	90	100	98
COC(=O)C12CCC3(SCCS3)C(C(=O)OC)(CCC13SCCS3)C2	4	88	0	-1	100	104	101	117
CCCOC(=O)CC1C(=O)NCCN1C(=O)OC(C)(C)C (stereo not drawn)	6	109	0	-6	106	105	98	108
Cc1ccc(C(CC(=O)O)Nc2nc(N3CCCCC3)nc(N3CCCCC3)n2)cc1 (stereo not drawn)	10	89	3	1	95	96	102	96
CCc1ccc(N2CCN(C(=O)c3ccc(OC)c(OC)c3)CC2)cc1	2	106	0	-5	111	105	101	108
COc1ccc(Cl)cc1S(=O)(=O)N1CCN(C(=O)c2n[nH]c(=O)c3ccccc23)CC1	15	95	3	15	87	94	99	84
CC(=O)Nc1ccc(NC(=O)CSc2nnc(C)n2-c2ccccc2)cc1	-8	99	2	7	113	101	104	94
CSc1ccc(S(=O)(=O)N2CCC(C(=O)NCC3CCCO3)CC2)cc1 (stereo not drawn)	2	108	0	3	105	110	102	104
Cc1cc(NC(=O)Nc2ccc(OCc3ccccc3)cc2)n(C)n1	-6	95	0	3	104	96	102	97
CS(=O)(=O)N(CC(=O)NCc1ccccc1Cl)c1cccc([N+](=O)[O-])c1	-7	94	5	-8	95	96	95	92
COc1ccccc1C(=O)N1CCN(Cc2c[nH]c3ccccc23)CC1	-4	95	2	5	102	96	106	95
CC(OC(=O)CNC(=O)COc1ccccc1)C(=O)N(C)Cc1ccccc1 (stereo not drawn)	5	83	2	11	96	88	87	93
Cc1ccc(Nc2nc(C)c(CCC(C)C)c(=O)[nH]2)cc1	2	88	0	7	98	94	96	92
O=C(O)CC1SC(=Nc2ccc(O)cc2)NC1=O (stereo not drawn)	13	97	0	-9	98	95	93	110
COc1ccccc1NC(=O)C(C)OC(=O)/C(=C/c1ccccc1)NC(C)=O (stereo not drawn)	-2	108	3	3	106	107	103	106
COc1ccccc1NC(=O)Cn1nnc(C(=O)NCc2cccs2)c1N	-10	108	0	24	98	93	95	85
CCc1cccc(NC(=O)CNC(=O)N2CC(=O)Nc3ccccc32)c1	-4	103	4	6	97	110	100	94
COC(=O)c1c(NC(=O)CN2CCN(S(=O)(=O)c3ccccc3[N+](=O)[O-])CC2)sc2c1CCC(C)C2 (stereo not drawn)	7	104	0	4	109	110	102	100
N#CCSc1nc2c(c(=O)n1Cc1ccccc1)C1(CCCC1)Cc1ccccc1-2	-16	117	0	-1	100	106	103	97
COc1ccc(C(=O)N=C2SC3CS(=O)(=O)CC3N2c2ccc(N(C)C)cc2)cc1OC (stereo not drawn)	-5	100	0	8	108	100	103	99
C=CCn1c(SCC(=O)NCC2CCCO2)nc2c([nH]c3ccccc32)c1=O (stereo not drawn)	5	x	1	13	103	88	99	77
CC(C)(CO)NC(=O)CC1C(=O)NCCN1CC(c1ccccc1)c1ccccc1 (stereo not drawn)	5	91	0	0	68	83	102	99
CC(C)(C)[C@H]1C=C(C(N)=O)O[C@@H](OCc2ccc(CO)cc2)C1	-4	112	0	-2	91	97	106	109
O=C(N/N=C/C=C/c1ccccc1[N+](=O)[O-])c1cccs1	3	91	0	4	108	105	91	116
O=C(O)C1CC(=O)N(c2ccc(F)cc2)C1 (stereo not drawn)	8	107	0	1	104	105	101	102
Cc1cc(C)c2nc(NC(=O)c3cccc(S(=O)(=O)N4CCc5ccccc54)c3)sc2c1	-3	101	5	3	96	97	98	94
Cc1nn(C)c(C)c1Sc1ccccc1N	1	98	1	-4	98	102	98	108
C/C(=N\NC(=O)C1CC1)c1ccc(Cl)c(Cl)c1	-14	104	2	9	98	95	103	90
CCC(C)C(NC=C1C(=O)OC(C)(C)OC1=O)C(=O)O (stereo not drawn)	19	104	0	0	103	109	101	112
O=C(O)C1CCCCC1C(=O)OCCCCOC(=O)C1CCCCC1C(=O)O (stereo not drawn)	-1	93	0	-3	94	101	98	100
Cc1ccc(S(=O)(=O)CCC(=O)OCC(=O)c2c[nH]c3ccccc23)cc1	2	112	4	24	112	103	110	111
O=C(CSc1nc(Nc2ccccc2)nc(N2CCOCC2)n1)NC1CCCCC1	164	141	0	15	110	112	100	103
CCCCOC(=O)CSc1nc2c(cc1C#N)C(=O)CC(C)(C)C2	-20	99	2	-6	98	97	97	94
COC(=O)c1sccc1NC(=O)C1C2C=CC(O2)C1C(=O)O (stereo not drawn)	-4	101	11	6	104	102	98	93
Nc1nc(Sc2ccc(C(F)(F)F)cn2)n[nH]1	-4	99	0	-5	98	98	105	95
CCS(=O)(=O)c1ccc(OC)c(N=Nc2ccc(O)c3ncccc23)c1	-22	x	2	-2	98	96	87	112
COC(=O)c1ccc(CN2CCN(CC(C)C)C(CCO)C2)cc1 (stereo not drawn)	3	99	2	-4	97	103	105	92
O=C(CSc1ccccn1)Nc1ccc(F)c([N+](=O)[O-])c1	26	99	0	-5	100	101	97	111
CC1(C)CC(=O)c2c(-c3cccs3)n[nH]c2C1	-6	101	2	7	100	94	96	101
COC(=O)C(C)N1C(=O)S/C(=C/c2cc(C)n(-c3ccccn3)c2C)C1=O (stereo not drawn)	-10	100	0	-9	95	99	98	98
CSC1=C(C#N)C(c2ccccc2Cl)C2=C(N1)c1ccccc1C2=O (stereo not drawn)	7	98	4	24	94	101	100	106
O=C(NCCc1c[nH]c2ccccc12)C1CCN(Cc2ccc(Br)cc2)CC1	-2	103	0	-2	108	103	98	101
CCOC(=O)C1=C(C)NC(C)=C(C(=O)OCC)C1C(=O)OCC(=O)N1c2ccccc2CC1C (stereo not drawn)	-5	89	2	-8	99	100	98	93
COc1ccccc1CCNC(=O)C(=O)NCC1OCCN1S(=O)(=O)c1ccc(F)cc1 (stereo not drawn)	4	96	0	7	102	102	107	94
O=C(CCSc1nc(-c2ccc3c(c2)OCO3)cc(C(F)(F)F)n1)NCc1ccco1	6	102	1	-34	99	100	98	94
CCOC(=O)c1nnn(-c2nc(N(C)C)nc(N(C)C)n2)c1C	-2	113	4	0	132	107	91	109
CCOc1ccc(C(=O)Nc2sc3c(c2C(=O)OC)CC(C)(C)NC3(C)C)cc1	-3	91	0	22	94	92	98	111

One compound at a time (already shown).
Record of `O=C(CSc1ccccn1)Nc1ccc(F)c([N+](=O)[O-])c1` : GASC-1 inh = 26; CIT2 TOR yeast = 99; GRK2 aptamer HTS = 0; VLA-4 inh = -5; MEP2-GFP yeast = 100; AGP1 TOR yeast = 101; RPL19A TOR yeast = 97; LAP4-GFP MLPCN = 111
Record of `CCOC(=O)c1nnn(-c2nc(N(C)C)nc(N(C)C)n2)c1C` : GASC-1 inh = -2; CIT2 TOR yeast = 113; GRK2 aptamer HTS = 4; VLA-4 inh = 0; MEP2-GFP yeast = 132; AGP1 TOR yeast = 107; RPL19A TOR yeast = 91; LAP4-GFP MLPCN = 109

Additional entries.
SMILES	GASC-1 inh	CIT2 TOR yeast	GRK2 aptamer HTS	VLA-4 inh	MEP2-GFP yeast	AGP1 TOR yeast	RPL19A TOR yeast	LAP4-GFP MLPCN
CC(CCCCC(=O)Nc1ccc(C(F)(F)F)cc1)NCCc1cnc[nH]1 (stereo not drawn)	0	96	0	-1	95	92	109	110
O=S(=O)(Cc1ccc(Cl)cc1)N1CCN(Cc2ccc3c(c2)OCO3)CC1	1	86	3	-4	89	98	95	92
COc1ccc(C2(C)NC(=O)N(CC(=O)Nc3ccc4c(c3)OCO4)C2=O)cc1OC (stereo not drawn)	-1	103	3	1	102	102	98	103
CCOC(=O)N1CCN(C(=O)CN(C2CCCCC2)S(=O)(=O)c2ccc(C)cc2)CC1	55&8	87	0	9	86	x	89	89
N#CC1(Cc2ccc([N+](=O)[O-])cc2)c2ccccc2C=CN1C(=O)c1ccccc1 (stereo not drawn)	9	97	2	-5	100	95	99	99
CCC(=O)Nc1nnc(S(=O)(=O)N2CCCc3ccccc32)s1	0	99	3	7	106	103	99	109
COc1ccc(S(=O)(=O)NC2CCCC2)cc1Cl	-5	101	0	5	95	103	104	96
Cc1ccc(C)c(NC(=O)CN(C)C(=O)c2cc3c(s2)CCCCC3)c1	5	99	0	-12	106	99	99	100
O=C(NNC(=O)c1cccnc1)Nc1cccc(Cl)c1Cl	1	101	0	6	108	102	105	100
Cc1occc1C(=O)NC1CCCN(Cc2ccc(CC(C)C)cc2)C1 (stereo not drawn)	-12	98	0	1	106	101	99	106
CCOC(=O)CC(/C(C)=N\O)c1ccccc1 (stereo not drawn)	8	102	0	1	104	105	99	96
CCOc1ccc(CNC(=O)CCS(=O)(=O)Cc2ccccc2C)cc1OC	8	108	0	-5	106	103	103	107
O=C(O)COc1ccccc1/C=N/NC(=O)c1cc(-c2ccccc2)nc2ccccc12	-76	99	0	3	103	104	102	102
CCOC(=O)Cn1ccc(NC(=O)COc2ccc(F)cc2)n1	0	105	1	-8	104	104	101	100
C=CC[n+]1c(-c2ccc(OC)cc2)csc1NNC(=O)Nc1ccccc1	-17	96	1	5	102	95	96	109
O=C(NNC(=O)c1cc(-c2ccc(Cl)cc2)nc2ccccc12)c1csc(N2CCOCC2)n1	3	89	4	7	101	99	92	104
COC(=O)c1ccccc1NC(=O)c1c(Br)cnn1C	1	108	0	4	110	101	96	107
NC(=O)CSc1nnc(SCc2ccc(F)cc2)s1	-28	x	2	3	99	91	92	87
Cc1nn(-c2ccc(C(=O)O)cc2)c(C)c1Cl	-12	103	1	16	102	102	95	116

As entered above.
`NC(=O)CSc1nnc(SCc2ccc(F)cc2)s1` in RPL19A TOR yeast has 92
`C=CC[n+]1c(-c2ccc(OC)cc2)csc1NNC(=O)Nc1ccccc1` in GASC-1 inh has -17
`COC(=O)c1ccccc1NC(=O)c1c(Br)cnn1C` in CIT2 TOR yeast has 108

From PubChem BioAssay
